GSK3B inh: human GSK3beta kinase inhibitors, primary screen, biochemical, cell-free homogeneous, HTS. activity score (negative = inhibition), % at 10 µM. Glycogen synthase kinase-3 beta (Homo sapiens), P49841. GST-GSK3beta kinase, ADP-Glo luminescence, 60 min; stronger effect = lower value. actives 0.038% (n = 300,000). AID 2097, 2009;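 active = more than half of replicate wells score below -50%, meaning over 50% inhibition versus plate controls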;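 also: 0% = median DMSO wells and -100% = median GW8510 positive control wells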
Target sequence (P49841 whole entry, looked up): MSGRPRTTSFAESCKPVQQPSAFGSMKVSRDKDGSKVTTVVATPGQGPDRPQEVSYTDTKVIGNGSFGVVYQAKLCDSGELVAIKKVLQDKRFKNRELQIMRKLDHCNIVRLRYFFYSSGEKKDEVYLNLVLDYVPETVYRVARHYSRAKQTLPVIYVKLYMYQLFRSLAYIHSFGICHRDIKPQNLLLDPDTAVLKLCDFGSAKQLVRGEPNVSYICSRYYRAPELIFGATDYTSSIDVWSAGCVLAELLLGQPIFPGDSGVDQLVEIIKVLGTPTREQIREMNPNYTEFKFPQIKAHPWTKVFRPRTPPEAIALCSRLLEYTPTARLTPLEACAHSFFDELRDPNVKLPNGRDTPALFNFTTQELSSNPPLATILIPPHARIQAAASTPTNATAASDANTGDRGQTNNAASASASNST
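Test system: GST-fused GSK3beta enzyme, cell-free | Quantity: 1.6 ng GST-GSK3beta enzyme per well | Reagent: 25 µM ATP with peptide substrate | Schedule: 60 min enzyme reaction, room temperature | Signal: Luminescent ADP-Glo measurement of ADP formed | Read-out basis: Score relative to plate controls | Control set: DMSO and 20 µM GW8510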
aSyn 5UTR inh: MLPCN primary screen, SNCA 5' untranslated region; alpha-synuclein 5'UTR reporter, inhibitor activity; inhibition, % (tested at 7.5 µM); actives 0.82% (n = 300,000); AID 1813, 2009; in the data active = inhibition above about 60%;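 also: H4 neuroglioblastoma cells stably carrying SNCA 5'UTR luciferase fusion; 0% = DMSO wells and 100% = positive control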
AI-2 QS modul: Vibrio harveyi AI-2 quorum sensing modulators, primary screen, JMH597 strain, luminescence/OD600 ratio. Vibrio harveyi JMH597 AI-2 luminescence/OD600 ratio, 9 h; stronger effect = lower value; strain lacks LuxN and CqsS sensors; 0 = neutral-control median. activity change, % at 7.5 µM. actives 0.4% (n = 300,000). AID 2094, 2009; in the data active = activity change below about -75%, passing the limit was not always enough;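 also: luminescence divided by OD600 gain over 9 h not by final OD600 alone; inactives centre near 13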
GSK3A inh: blockers of GSK3A enzyme activity – biochemical, luminescence, cell-free homogeneous, HTS, primary screen | Glycogen synthase kinase-3 alpha (Homo sapiens), P49840 | GSK-3 alpha kinase, ADP-Glo luminescence, 60 min | inhibition, % at 10 µM | actives 0.1% (n = 320,000) | AID 2650, 2010;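 in the data active = inhibition above about 50%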;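 also: GST-tagged GSK-3 alpha with peptide substrate and 25 µM ATP; 0% = DMSO neutral wells and 100% = GW8510 positive control wells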
Target sequence (P49840 whole entry, looked up): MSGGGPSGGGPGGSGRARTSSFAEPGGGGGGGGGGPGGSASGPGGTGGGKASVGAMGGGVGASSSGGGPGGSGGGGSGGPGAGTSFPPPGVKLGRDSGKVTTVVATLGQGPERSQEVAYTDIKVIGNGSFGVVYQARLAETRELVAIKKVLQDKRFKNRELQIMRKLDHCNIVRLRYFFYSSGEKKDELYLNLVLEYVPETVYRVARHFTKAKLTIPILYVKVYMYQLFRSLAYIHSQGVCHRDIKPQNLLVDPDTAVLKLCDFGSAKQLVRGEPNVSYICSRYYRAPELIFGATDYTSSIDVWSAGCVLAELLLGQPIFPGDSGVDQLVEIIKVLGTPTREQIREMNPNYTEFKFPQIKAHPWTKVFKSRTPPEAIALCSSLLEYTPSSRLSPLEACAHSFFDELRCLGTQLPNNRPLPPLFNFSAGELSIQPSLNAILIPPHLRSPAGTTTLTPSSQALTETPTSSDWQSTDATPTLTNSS
HSP90 refold inh: HSP90 inhibitors, primary screen, cell lysate, luminescence; Heat shock protein HSP 90 (rabbit reticulocyte lysate; luciferase refolding); Rabbit reticulocyte lysate, luciferase refolding luminescence, 3 h; inhibition, % at 5.6 µM; actives 0.91% (n = 290,000); AID 1789, 2009;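 active = inhibition above the screen-wide mean plus 3 SD, computed separately per campaign, cut at about 16% in these data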;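 also: 0% = DMSO wells and 100% = 60 µM geldanamycin wells; inhibitors lower the luminescence because luciferase stays unfolded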
HSF1 inh: HSF1 inhibitors in luciferase reporter cells, primary screen, cell-based, NIH3T3, luminescence | NIH3T3-HGL HSE-luciferase, MG132-induced, luminescence 8 h; stronger effect = lower value | activity change, negative = inhibition, % at 7.5 µM (by protocol) | actives 0.77% (n = 300,000);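 active = more than half of replicate wells show activity change below -50%, luminescence cut by over half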;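 also: luciferase reports HSF-1 transcriptional activity via heat shock element; 0% = median of DMSO wells and -100% = zero luminescence signal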
KLF5 inhibitor: KLF5 expression inhibitors, primary screen, DLD-1 cells, luminescence; DLD-1 KLF5 promoter-luciferase reporter; inhibition, % at 5 µM; actives 0.23% (n = 290,000);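 active = inhibition above a per-plate limit of that plate's mean compound inhibition plus 3 SD, cut at about 60% in these data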;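 also: 0% = DMSO wells and 100% = LY294002 at 200 µM; higher means less KLF5 promoter-driven luciferase light; inactives centre near -14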
IEC-6 cytotox: cytotoxicity in IEC-6 intestinal epithelial cells, primary screen, cytotoxicity control for KLF5 inhibitor project, cell-based, luminescence | IEC-6 cytotoxicity, luminescence viability | inhibition, % at 5 µM | actives 0.78% (n = 290,000); in the data active = inhibition above about 22%;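 also: 0% = plate median of test compound wells and 100% = cytotoxic reference compound wells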
HSF-1 act: HSF-1 activators, primary screen, NIH3T3-HGL cells, MG132 stress, luminescence, single point; NIH3T3-HGL HSF-1 luciferase reporter, 8 h; 100% = twice DMSO control signal; activation, % at 9 µM; actives 1.7% (n = 300,000);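 active = mean replicate activation of at least 50% with a set share of replicates each reaching 50%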;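 also: 0% = median of the neutral control wells and 100% = twice that signal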
HIF activator: HIF pathway transcriptional activators, primary screen, cell-based, U2OS HRE-luciferase, luminescence; U2OS HRE-luciferase reporter; normalized: DMSO 0%, desferrioxamine 100%; activation, % at 7.5 µM (by protocol); actives 0.32% (n = 300,000);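 active = mean activation of at least 10% of the iron chelator positive control signal, with at least half of replicates also reaching 10%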
* hit, by the source's call; / = not tested or not shown.

SMILES	GSK3B inh	aSyn 5UTR inh	AI-2 QS modul	GSK3A inh	HSP90 refold inh	HSF1 inh	KLF5 inhibitor	IEC-6 cytotox	HSF-1 act	HIF activator
CC1CCN(S(=O)(=O)c2ccc3nc(N4CCN(c5ccccc5)CC4)ccc3c2)CC1	0	5	12	0	-5	-5	-8	-3	2	0.1
COc1ccc(C(=O)Nc2ccc(S(=O)(=O)N3CCN(C)CC3)cc2)cc1	3	15	13	0	/	-1	/	/	10	0.3
CC(=O)Nc1ccc(OCC(=O)NCc2ccccc2)cc1	0	8	21	-3	1	1	7	-1	17	0.0
COc1ccc(C(=O)Nc2c(Cl)cc(Cl)cc2C(=O)NCCN2CCOCC2)cc1	1	-13	11	2	0	-5	6	-2	-5	0.1
CC(=O)c1cccc(NC(=O)C2CCN(S(=O)(=O)c3ccccc3)CC2)c1	2	-9	36	-2	7	-1	-28	-2	-3	0.0
CC(C)(CNC(=O)c1ccc(S(=O)(=O)N2CCCC2)cc1)N1CCOCC1	0	-4	17	-1	-2	-4	2	4	-4	-0.9
O=C(Nc1ccccc1-c1ccccc1)C(=O)Nc1ccccc1-c1ccccc1	-2	-9	-1	-3	3	0	-5	2	12	-0.7
CN(C)/C=N/N(C)c1ncccc1[N+](=O)[O-]	2	9	19	1	-3	7	-29	-1	1	-0.1
CCC(=O)c1cc(F)c(N2CCN(S(=O)(=O)c3ccc(C)cc3)CC2)cc1C	1	36	41	-4	1	5	-11	3	10	-0.3
COc1cc2ccccc2cc1C(=O)NCCCN1CCOCC1	1	-14	-12	-4	/	4	/	/	2	-0.2
COc1ccc2c(c1)c(C(=O)OCCN(C)C)c(C)n2C	1	-13	-1	2	0	3	-5	4	33	-0.1
Cc1cccc(N(C(=O)CNC(=O)c2cccs2)C(C(=O)NC2CCCC2)c2cccnc2)c1 (stereo not drawn)	2	-6	20	-1	0	16	-2	0	35	-0.2
O=C(CN1C(=O)COc2ccccc21)NCc1ccc(C(=O)O)cc1	4	-5	19	-1	-2	0	-17	-4	-17	-0.1
S=c1[nH]nc(-c2ccc(Br)cc2)n1-c1ccc2c(c1)OCCO2	4	-6	15	1	8	-2	6	-8	8	1.6
Cc1cc(OC(C)C(=O)N/N=C/CC(C)c2ccccc2)ccc1Cl (stereo not drawn)	-4	-18	0	2	5	-10	-17	0	-31	-21
COCCCNC(=O)C12CCC(C)(C(=O)C1)C2(C)C (stereo not drawn)	-1	3	24	5	-1	-9	-13	6	10	-0.2
CN(C)/N=C/c1ccc(OS(=O)(=O)c2ccccc2)cc1	0	-157	19	0	2	-3	-57	7	6	2.2
CCNc1ccc(S(=O)(=O)N(C)C)cc1NCC(=O)Nc1ccccc1Cl	-6	22	-3	-3	-1	-13	7	-8	10	0.3
COCC(=O)Nc1ncc(S(=O)(=O)c2ccc([N+](=O)[O-])cc2)s1	3	5	74	3	-2	1	-42	-4	-3	-0.1
COc1cc2c(cc1OC)CN(C(=O)C1CCC(=O)N(CCCN3CCOCC3)C1)CC2 (stereo not drawn)	-1	-2	20	0	-8	-2	-21	2	3	0.2
CCOc1cc(-c2nc(-c3ccccc3)c(-c3cc([N+](=O)[O-])ccc3C)[nH]2)ccc1O	-3	1	28	/	-2	4	-29	2	-1	-0.7
CCOC(=O)C1(CCc2ccccc2)CCN(C(=O)C2CCCO2)CC1 (stereo not drawn)	5	-9	21	1	-6	6	-10	3	-2	0.6
O=C(Nc1ccc(S(=O)(=O)N2CCOCC2)cc1)c1cccs1	2	-10	20	0	-4	3	-35	-3	15	-0.6
CCOC(=O)C1Nc2c(F)cc(C)cc2C2C=CCC12 (stereo not drawn)	0	-12	45	2	/	-4	/	/	9	-6.6
CC1=C(C(=O)OCc2ccccc2)C(c2ccccc2Cl)NC(=O)N1CCCC(=O)O (stereo not drawn)	1	-1	11	-3	2	-5	-16	-1	10	-0.9
(next part)
SMILES	GSK3B inh	aSyn 5UTR inh	AI-2 QS modul	GSK3A inh	HSP90 refold inh	HSF1 inh	KLF5 inhibitor	IEC-6 cytotox	HSF-1 act	HIF activator
CCn1c(SCC(=O)NC(C)(C)C)nnc1-c1ccncc1	1	20	3	-1	-1	-2	-32	-3	8	0.4
Cc1noc(C)c1S(=O)(=O)N(CC(=O)NC(C)c1ccccc1)c1ccc(C(C)C)cc1 (stereo not drawn)	2	-3	1	-4	5	18	-14	0	27	-0.6
Nc1ccccc1-c1nc2ccccc2[nH]1	1	-163	24	8	1	21	-78	6	17	1.3
O=C(Nc1ccccc1Cl)N1CCCN(c2nc(-c3ccccc3)ns2)CC1	0	-20	15	-1	6	7	-33	4	10	-0.2
O=C(/C=C/c1ccco1)c1ccc(O)cc1	3	-70	3	/	2	13	7	-10	26	0.1
CCN1C(=O)N[C@@H](c2cccc(C(F)(F)F)c2)[C@@H](C(=O)OC)[C@H]1C	2	-1	19	0	/	-2	/	/	-6	2.0
O=C(c1sc2cccc(F)c2c1Cl)N1CCN(c2ncccn2)CC1	4	-7	8	-2	0	2	-40	6	7	0.6
O=C(O)c1cccc(O)c1O	0	14	8	-2	/	2	/	/	-2	0.1
Cc1ccc(S(=O)(=O)N(C)C)cc1NC(=O)CSc1nnnn1-c1ccc(O)cc1	4	0	-9	2	1	1	-12	-7	0	-0.2
Cc1ccc(NCc2nc3ccccc3n2CCOc2ccccc2)cc1	-4	-136	10	-5	0	9	-57	-4	1	2.1
CC1CN(S(=O)(=O)c2ccc(CN3C(=O)c4cccnc4C3=O)s2)c2ccccc2O1 (stereo not drawn)	-2	13	17	1	-2	-8	5	-4	-6	1.0
CNc1nnc(-c2cc3cc(Cl)ccc3oc2=O)s1	3	-77	23	1	3	24	-53	2	34	2.7
O=C1CCN(S(=O)(=O)c2ccc(Cl)cc2)N1	3	8	-5	-1	0	4	11	-2	20	0.5
O=C(COC(=O)c1ccc(F)c(S(=O)(=O)N2CCOCC2)c1)NCc1ccco1	-2	-18	8	-17	-2	-6	1	5	-1	-0.2
N#Cc1c(N)n(Cc2ccccc2)c(=O)c2cc([N+](=O)[O-])ccc12	-1	47	14	-1	3	6	-1	9	9	-0.3
CCOc1ccc(NC2CCN(C(C)=O)CC2)cc1	2	1	14	1	1	-4	-53	5	-16	0.1
CCOc1ccc(NC(=O)c2cnsn2)cc1	/	/	/	-1	15	/	-61	-4	/	/
CC1=C(C#N)C(=O)NC(=O)/C1=C\c1ccc(-c2cc(C)c(C)cc2[N+](=O)[O-])o1	2	-21	36	/	9	-2	2	-12	-5	-0.1
COc1cc(CO)c(Br)cc1OCC(N)=O	0	-6	16	11	3	-7	-23	-1	-1	-0.1
CC1CN(C(=O)c2ccc(COc3ccccc3Cl)o2)CC(C)O1 (stereo not drawn)	0	23	13	-1	-5	2	-12	3	10	-0.3
COCCNC(=O)CN1C(=O)NC2(CCCc3cc(OC)ccc32)C1=O (stereo not drawn)	5	11	11	-1	-5	0	-15	4	6	-1.0
COc1cc(Br)c(C(C)NC(=O)c2ccccc2)cc1OC (stereo not drawn)	1	-5	16	/	0	-7	-47	-1	5	-0.2
CC(=O)c1cccc(N=Cc2c(O)ccc3ccccc23)c1	3	-8	16	-1	-1	23	-9	-1	25	2.9
CCN(C(=O)COC(=O)c1cc(-c2cccc3ccccc23)nc2ccccc12)C1CCS(=O)(=O)C1 (stereo not drawn)	1	9	28	0	1	-3	-9	3	24	0.5
C/C=C\C(=O)Nc1cccc(C2=NOC3(C2)C[C@@H](C(N)=O)N(C(=O)c2ccc(OC)cc2)C3)c1 (stereo partly drawn)	2	15	12	-4	/	1	/	/	-3	0.7
CCc1ccc(CNC(=O)C2CCC(=O)N2C2CCCCC2)cc1 (stereo not drawn)	0	17	14	-1	3	-2	-39	10	-18	0.1
CCn1c(Cc2ccccc2)nnc1SCC(=O)NC1CCCC1	-5	-17	33	0	2	2	-35	-3	-10	-0.2
O=C(O)CCCC(=O)NNC(=O)c1cccc(Br)c1	1	-22	6	0	-1	-8	-3	-3	-6	-0.4

Exported with bars between the fields: part of the list above
mol | GSK3B inh | aSyn 5UTR inh | AI-2 QS modul | GSK3A inh | HSP90 refold inh | HSF1 inh | KLF5 inhibitor | IEC-6 cytotox | HSF-1 act | HIF activator
COCC(=O)Nc1ncc(S(=O)(=O)c2ccc([N+](=O)[O-])cc2)s1 | 3 | 5 | 74 | 3 | -2 | 1 | -42 | -4 | -3 | -0.1
COc1cc2c(cc1OC)CN(C(=O)C1CCC(=O)N(CCCN3CCOCC3)C1)CC2 (stereo not drawn) | -1 | -2 | 20 | 0 | -8 | -2 | -21 | 2 | 3 | 0.2
CCOc1cc(-c2nc(-c3ccccc3)c(-c3cc([N+](=O)[O-])ccc3C)[nH]2)ccc1O | -3 | 1 | 28 | / | -2 | 4 | -29 | 2 | -1 | -0.7
CCOC(=O)C1(CCc2ccccc2)CCN(C(=O)C2CCCO2)CC1 (stereo not drawn) | 5 | -9 | 21 | 1 | -6 | 6 | -10 | 3 | -2 | 0.6
O=C(Nc1ccc(S(=O)(=O)N2CCOCC2)cc1)c1cccs1 | 2 | -10 | 20 | 0 | -4 | 3 | -35 | -3 | 15 | -0.6
CCOC(=O)C1Nc2c(F)cc(C)cc2C2C=CCC12 (stereo not drawn) | 0 | -12 | 45 | 2 | / | -4 | / | / | 9 | -6.6
CC1=C(C(=O)OCc2ccccc2)C(c2ccccc2Cl)NC(=O)N1CCCC(=O)O (stereo not drawn) | 1 | -1 | 11 | -3 | 2 | -5 | -16 | -1 | 10 | -0.9
CCn1c(SCC(=O)NC(C)(C)C)nnc1-c1ccncc1 | 1 | 20 | 3 | -1 | -1 | -2 | -32 | -3 | 8 | 0.4
Cc1noc(C)c1S(=O)(=O)N(CC(=O)NC(C)c1ccccc1)c1ccc(C(C)C)cc1 (stereo not drawn) | 2 | -3 | 1 | -4 | 5 | 18 | -14 | 0 | 27 | -0.6
Nc1ccccc1-c1nc2ccccc2[nH]1 | 1 | -163 | 24 | 8 | 1 | 21 | -78 | 6 | 17 | 1.3
O=C(Nc1ccccc1Cl)N1CCCN(c2nc(-c3ccccc3)ns2)CC1 | 0 | -20 | 15 | -1 | 6 | 7 | -33 | 4 | 10 | -0.2
O=C(/C=C/c1ccco1)c1ccc(O)cc1 | 3 | -70 | 3 | / | 2 | 13 | 7 | -10 | 26 | 0.1

Screening results as filed in PubChem BioAssay.
